# G9a inh = qHTS Assay for Inhibitors of Histone Lysine Methyltransferase G9a. Histone-lysine N-methyltransferase EHMT2 (Homo sapiens), Q96KQ7. G9a H3K9 monomethylation, AlphaScreen, 2 h. Potency, µM (series often up to 102 µM), inactives show top-dose activity, negative = inhibition, most hits filed as inhibitors. 350,000 compounds, 8.8% hits; also: potency is read from the fitted curve at half-maximal effect; % is scaled to controls: 0 for no effect and ±100 for the full control effect; nearly all actives have a fitted effect of over 75% in size
#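 Using a bead-based AlphaScreen, monomethylated H3K9 product from 2 h room-temperature reactions (G9a 20 nM, peptide 500 nM, SAM 20 uM) was detected with 0.5 ug/mL rabbit anti-H3K9me1 antibody.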
# Tb PGK inh = qHTS Assay to Find Inhibitors of Phosphoglycerate Kinase | Potency, µM (top dose mostly 57.5 µM), inactives show top-dose activity change, negative = inhibition, actives largely listed as inhibitors | AID 602233, 2012 | 380,000 compounds, 0.043% hits | PGK/GAPDH coupled, Kinase-Glo luminescence, 60 min | Phosphoglycerate kinase, glycosomal (Trypanosoma brucei brucei), P07378; also: potency is read from the fitted curve at half-maximal effect; % is scaled to controls: 0 for no effect and ±100 for the full control effect; nearly all actives have a fitted effect of over 60% in size
#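 Luminescent ATP detection (Kinase-Glo Plus) follows a 60-minute room-temperature incubation, with wells lacking PGK as controls. Buffer: 100 mM TEA (pH 7.6), 5 mM MgCl2, 0.01% Tween-20. Coupling enzyme GAPDH (100 nM final) supplies unstable 1,3-BPG in-well.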
# JMJD2A Tudor = qHTS Assay for Inhibitors of JMJD2A-Tudor Domain; AlphaScreen JMJD2A-Tudor / H3K4me3 peptide binding; Potency, µM (series often up to 114 µM), for the others: top-dose activity change, negative = inhibition, hits mostly inhibitors; 390,000 compounds, 4.4% hits; AID 504339, 2011; also: potency is read from the fitted curve at half-maximal effect; % is scaled to controls: 0 for no effect and ±100 for the full control effect; nearly all actives have a fitted effect of over 50% in size
# Pin1 inh = qHTS Assay to Find Inhibitors of Pin1 | 390,000 compounds, 0.009% hits | Peptidyl-prolyl cis-trans isomerase NIMA-interacting 1 (Homo sapiens), Q13526 | Potency, µM (series often up to 115 µM), for the others: top-dose activity, negative = inhibition, actives largely listed as inhibitors | Pin1 FP peptide displacement, HiFluor488, 10 min; active = well fitted inhibition curve with a large enough effect in the polarisation, with a control signal flat, not every such curve was filed as active; inconclusive = small, poorly fitted or top-dose-only effect, or effect the other way, or a change in a side signal; inactive = no such curve, though single readings can be large or run the other way; the % refers to the polarisation; also: potency is read from the fitted curve at half-maximal effect; % is scaled to controls: 0 for no effect and ±100 for the full control effect
# ERG-DNA inh = qHTS for Small Molecule Inhibitors of the ERG Ets/DNA interaction | 370,000 compounds, 0.028% hits | fluorescence polarization, His-ERG Ets domain / labelled DNA | Potency, µM (top dose mostly 76.9 µM), for the others: at the top dose FP activity, negative = inhibition, most hits filed as inhibitors | Transcriptional regulator ERG (Homo sapiens), P11308; active = well fitted inhibition curve with a large enough effect in the polarisation, with a control signal flat; inconclusive = small, poorly fitted or top-dose-only effect, or effect the other way, or a change in a side signal; inactive = no such curve, though single readings can be large or run the other way; the % refers to the polarisation;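 also: polarization taken with two DNA probes labelled with fluorescein and Texas red; potency is read from the fitted curve at half-maximal effect; % of control where 0% means no effect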
#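 His-tagged ERG Ets domain (1 uM in the protein solution; 300mM KCl, 50mM Tris-HCl, 1mM EDTA, 1mM DTT, pH 7.5) received compound, then a probe mix of 5 nM fluorescein-DNA and 100nM Texas-615-DNA. Fluorescence polarization was read for both dyes.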
# BAZ2B inh = qHTS Assay for Inhibitors of BAZ2B; Bromodomain adjacent to zinc finger domain protein 2B (Homo sapiens), Q9UIF8; AlphaScreen BAZ2B-H3K14Ac peptide displacement; Potency, µM (top dose mostly 114 µM), for the others: at the highest dose activity change, negative = inhibition, hits mostly inhibitors; 360,000 compounds, 4.4% hits; AID 504333, 2011; also: potency is read from the fitted curve at half-maximal effect; % is scaled to controls: 0 for no effect and ±100 for the full control effect; nearly all actives have a fitted effect of over 60% in size
#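 Protein-peptide AlphaScreen: BAZ2B 50 nM, b-H3K14Ac 50 nM, 1x PBS pH 7.4 + 0.01% Tween-20. Preincubation 30 min RT; cpd 30 min RT (top 110 uM); beads 20 min RT, light-protected.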
# HP1b chromo inh = HTS for Inhibitors of HP1-beta Chromodomain Interactions with Methylated Histone Tails; AID 540317, 2011; 390,000 compounds, 0.56% hits; Potency, µM (doses to about 114 µM), without a hit: at the top dose activity change, negative = inhibition, actives largely listed as inhibitors; AlphaScreen HP1-beta / biotin-H3K9me3 peptide binding; Chromobox protein homolog 1 (Homo sapiens), P83916; also: potency is read from the fitted curve at half-maximal effect; nearly all actives have a fitted effect of over 70% in size; inactives centre near 23
#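 Compound inhibition of the preformed complex between 50 nM HP1-beta and 50 nM biotinylated H3K9me3 peptide was read by AlphaScreen. Buffer was PBS pH 7.4 with 0.01% Tween-20. Incubations ran 30 min at room temperature, with 10 ug/mL donor/acceptor beads.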
# PI4K2A block = qHTS for small molecular inhibitors of PI4K2A. 420,000 compounds, 0.13% hits. AID 1346378, 2018. activity change, negative = inhibition, % at 76.9 µM. Phosphatidylinositol 4-kinase type 2-alpha (Homo sapiens), Q9BTU6. purified PI4K2A, ADP-Glo luminescence, 1 h; hits give low values; in the data active = activity change below about -50%; inconclusive = mostly about -30% to -49%;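 also: -100% = wells without enzyme as full effect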
# Target sequence (Q9BTU6 whole entry, looked up): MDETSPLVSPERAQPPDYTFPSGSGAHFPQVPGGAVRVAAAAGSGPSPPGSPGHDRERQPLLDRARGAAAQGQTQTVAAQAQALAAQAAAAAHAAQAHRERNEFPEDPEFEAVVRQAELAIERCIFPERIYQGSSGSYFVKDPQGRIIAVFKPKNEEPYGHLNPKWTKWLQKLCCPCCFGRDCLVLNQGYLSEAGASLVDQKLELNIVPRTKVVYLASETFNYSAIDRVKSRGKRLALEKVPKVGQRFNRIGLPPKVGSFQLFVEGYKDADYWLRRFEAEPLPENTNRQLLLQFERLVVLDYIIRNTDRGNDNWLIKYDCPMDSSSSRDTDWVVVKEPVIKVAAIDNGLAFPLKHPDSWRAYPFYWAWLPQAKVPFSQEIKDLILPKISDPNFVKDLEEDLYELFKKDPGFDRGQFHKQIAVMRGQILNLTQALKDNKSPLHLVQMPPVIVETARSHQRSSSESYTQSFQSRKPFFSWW
#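 Compounds are screened against recombinant PI4K2A using PI as substrate and ATP, the latter dispensed at 300 microM. Reactions run one hour at ambient temperature before ADP-Glo detection; full inhibition defined by wells lacking enzyme.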
# GLS inhibitor = qHTS for Inhibitors of Glutaminase (GLS); GLS enzymatic activity, qHTS titration; Potency, µM (top dose mostly 45.5 µM), for inactives: at the top dose activity change, negative = inhibition, actives largely listed as inhibitors; 410,000 compounds, 0.21% hits; AID 624170, 2012; also: potency is read from the fitted curve at half-maximal effect; % is scaled to controls: 0 for no effect and ±100 for the full control effect
# Target sequence (O94925 whole entry, looked up): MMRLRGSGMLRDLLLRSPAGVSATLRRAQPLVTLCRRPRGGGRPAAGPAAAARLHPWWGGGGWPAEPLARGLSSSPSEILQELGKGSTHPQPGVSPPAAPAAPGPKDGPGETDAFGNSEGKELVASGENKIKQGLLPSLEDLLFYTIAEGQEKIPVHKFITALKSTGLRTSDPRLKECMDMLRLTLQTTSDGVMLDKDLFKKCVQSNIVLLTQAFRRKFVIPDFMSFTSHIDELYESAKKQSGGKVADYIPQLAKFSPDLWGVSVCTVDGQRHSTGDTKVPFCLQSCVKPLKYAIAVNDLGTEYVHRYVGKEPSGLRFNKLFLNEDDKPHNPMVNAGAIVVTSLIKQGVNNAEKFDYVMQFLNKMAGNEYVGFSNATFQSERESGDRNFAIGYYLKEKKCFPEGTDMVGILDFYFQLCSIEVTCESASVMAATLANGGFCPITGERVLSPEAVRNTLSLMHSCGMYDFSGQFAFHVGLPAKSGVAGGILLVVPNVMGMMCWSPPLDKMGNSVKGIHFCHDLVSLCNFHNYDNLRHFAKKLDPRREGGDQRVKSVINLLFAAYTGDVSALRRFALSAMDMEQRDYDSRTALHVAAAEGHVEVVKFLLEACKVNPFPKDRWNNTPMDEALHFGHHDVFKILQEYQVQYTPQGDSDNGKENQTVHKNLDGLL
#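 Human kidney-isoform GLS in 45 mM KH2PO4 pH 8.2, 0.02% Tween-20, with compound, started with 1mM L-Glutamine (added stock). Glutamate oxidase/HRP/Amplex red coupled fluorescence read at start and after 30 min at RT.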
# * = called active by the depositor; i = inactive; u = inconclusive; x = no result given; & = joins results of further samples; [ ] = dose if it differs, or a comment. Unless noted, calls follow the shape of the dose curve; as a rule, active = well fitted curve in the direction sought with a large enough effect; inconclusive = small, poorly fitted or top-dose-only effect, or another doubt; inactive = no such curve, though single readings can be large; an effect the other way counts as inactive or inconclusive.
G9a inh,Tb PGK inh,JMJD2A Tudor,Pin1 inh,ERG-DNA inh,BAZ2B inh,HP1b chromo inh,PI4K2A block,GLS inhibitor,smiles
x,5%,56µM*,3%,15%,-7%,52%[activator],2,-25%,COc1cc(CNn2c(C)n[nH]c2=S)cc(Cl)c1OCC(=O)NC(C)(C)C
17%[59 µM],i,2%,15%,1%,4%,60%[activator],6,-7%,COc1ccc(N(Cc2ccccc2)C(=O)c2nc(SC)ncc2Cl)cc1
-9%[59 µM],-15%,-7%,-8%,3%,-3%,31%,-4,-1%,O=C(Nc1cccc(NC(=O)c2cccnc2Cl)c1)c1ccco1
u,-5%,-7%,-1%,5%,2%,14%,3,-9%,CS(=O)(=O)c1cccc(C(=O)Nc2cccc(S(=O)(=O)N3CCCC3)c2)c1
-1%,13%,-6%,-1%,1%,-4%,42%[activator],0,-1%,O=C(N/N=C/c1c(Cl)cccc1Cl)C(=O)NC1CC1
-23%[59 µM],-5%,-19%,50%[activator],-10%,1%,4%,-1,5%,O=C(Cn1c(=O)n(-c2ccccc2)c(=O)c2c3c(sc21)CCC3)c1ccc(F)cc1
-19%,0%,-21%,-2%,-17%,-3%,18%,4,15%,CCOC(=O)N1CCC(N2C(=O)c3ccccc3C2Nc2ccccc2)CC1 (stereo not drawn)
u,i,-28%,1%,2%,u,-7%,-5,24%,CC(C)CC(=O)NC(=S)NNC(=O)c1ccc(NC(=O)C2CCCCC2)cc1
20%[59 µM],-4%,0%,-1%,-4%,7%,15%,-1,-2%,CC(NC(=O)c1ccc(CS(=O)(=O)Cc2ccccc2F)o1)c1ccc2c(c1)OCCO2 (stereo not drawn)
u,2%,-13%,-17%,-4%,-37%,19%,-10,1%,N#CC1=C(N)OC2=C(CN(Cc3ccccc3)C/C2=C\c2cccnc2)C1c1cccnc1 (stereo not drawn)
-9%,-6%,-9%&-20%,2%&0%,11%&3%,2%&3%,-6%[57 µM],-3&0,-6%&-11%,COc1cccc2c1cc1c(=O)n(CC(=O)NC3CCCCC3)nc(C)n12
11µM*,-1%,0.79µM*,5%,-6%,28µM*,22µM*,5,6%,Cc1cc(OCCn2ccnc2)cc(C(C)C)c1
-1%[59 µM],-1%,20%,1%,-2%,2%,93%[activator],1,4%,O=C(Cn1c(C(F)(F)F)nc2ccccc21)Oc1cccc(C(F)(F)F)c1
x,1%,-15%,0%,0%,x,16%,-2,13%,COc1ccccc1N(CC(=O)N1CCCC1)S(=O)(=O)c1cc([N+](=O)[O-])ccc1Cl
x,0%,-5%,-2%,0%,9%,11%,-15,6%,CCOC(=O)C1CCN(C(=O)C23CC4CC(CC(C4)C2)C3)CC1
x,-8%,16%,2%,10%,-5%,40%[activator],-2,18%,CC(=O)c1cccc(NC(=O)C2CCN(C(=O)c3ccccc3Cl)CC2)c1
-2%[59 µM],-2%,-4%,-1%,-8%,-2%,24%,-3,-1%,N#Cc1ccccc1Cn1c(=O)n(-c2ccccc2)c(=O)c2c3c(sc21)CCC3
27%[12.7 µM],-7%,0%,-6%,-1%,-2%,33%,1,-2%,Cc1cccnc1NC(=O)CNC(=O)C1CCCCC1
u,6%,-4%,1%,-4%,-14%,19%,0,-15%,Cc1c(NC(=O)c2sc3c([N+](=O)[O-])cccc3c2Cl)cccc1-c1nc2ccccc2o1
53%[activator][59 µM],0%,5%,-7%,9%,-24%,55%[activator],-11,-9%,Cc1nn(C(=O)CN2C(=O)c3ccccc3C2=O)c(C)c1Br
-14%,2%,-20%[57.1 µM],-10%,-4%,u,-7%,2,15%,COc1ccc(NC(=O)N2CCN(CCC#N)CC2)cc1
-1%[59 µM],-9%,0%,-2%,1%,-2%,25%,-3,-10%,CC1CCN(Cc2nnnn2-c2ccc(Cl)cc2)CC1
21%[59 µM],0%,-4%,0%,-2%,4%,39%[activator],9,0%,CCOC(=O)C1=C(C)NC2=C(C(=O)CCC2)C1c1cccnc1 (stereo not drawn)
u,-9%,-15%[57.1 µM],24%,1%,-3%,31%,-3,6%,COC(=O)c1cc(NC(=O)c2cc(C)oc2C)cc(C(=O)OC)c1
-33%[59 µM],-1%,-20%,1%,0%,-19%,47%[activator],4,-13%,CCOc1ccc(S(=O)(=O)N2CCC(n3c(C)nc4cccnc43)CC2)cc1
x,i,14%,-2%,x,x,64%[activator],19,-8%,O=C1/C(=C\c2ccccc2)CCC/C1=C/c1ccccc1
x,-3%,-12%,1%,2%,-1%,26%,-11,-3%,Nc1nccc(-c2cc(-c3ccc(Cl)cc3Cl)no2)n1
4%[12.7 µM],-11%,-32%,17%,-1%,-5%,9%,-1,0%,COCCn1c(C)cc(/C=C(\C#N)C(=O)OCC(=O)N(C)c2c(N)n(Cc3ccccc3)c(=O)[nH]c2=O)c1C
-6%,i,-14%,-2%,-3%,-1%,17%,-1,8%,Nc1ccccc1SC1CC(=O)N(c2ccccc2Cl)C1=O (stereo not drawn)
18%[59 µM],3%,1%,-3%,0%,33%[activator],25%,-2,5%,COCCn1nnnc1CN(Cc1cc2cc(OC)c(OC)cc2[nH]c1=O)C1CCCC1

# 2 neighbouring entries from above:
G9a inh,Tb PGK inh,JMJD2A Tudor,Pin1 inh,ERG-DNA inh,BAZ2B inh,HP1b chromo inh,PI4K2A block,GLS inhibitor,smiles
-2%[59 µM],-2%,-4%,-1%,-8%,-2%,24%,-3,-1%,N#Cc1ccccc1Cn1c(=O)n(-c2ccccc2)c(=O)c2c3c(sc21)CCC3
27%[12.7 µM],-7%,0%,-6%,-1%,-2%,33%,1,-2%,Cc1cccnc1NC(=O)CNC(=O)C1CCCCC1

# Profiles from above. Order of screens: G9a inh	Tb PGK inh	JMJD2A Tudor	Pin1 inh	ERG-DNA inh	BAZ2B inh	HP1b chromo inh	PI4K2A block	GLS inhibitor
# `Cc1c(NC(=O)c2sc3c([N+](=O)[O-])cccc3c2Cl)cccc1-c1nc2ccccc2o1` is entered as u	6%	-4%	1%	-4%	-14%	19%	0	-15%
# `CCOC(=O)C1CCN(C(=O)C23CC4CC(CC(C4)C2)C3)CC1` is entered as x	0%	-5%	-2%	0%	9%	11%	-15	6%

# Other results follow.
G9a inh,Tb PGK inh,JMJD2A Tudor,Pin1 inh,ERG-DNA inh,BAZ2B inh,HP1b chromo inh,PI4K2A block,GLS inhibitor,smiles
u,-2%,-25%,-1%,2%,40µM*,19%,0,0%,CC(C)n1c(O)c(N=NC(=O)Cc2csc(N3CCOCC3)n2)c2ccccc21
-6%,3%,-2%,2%,-8%,2%,37%,1,21%,Cc1cccc(-n2nc3c(c2NC(=O)c2ccc4c(c2)OCO4)CS(=O)(=O)C3)c1C
-4%[59 µM],-8%,-36%,-5%,12%,u,4%,-4,6%,CCOC(=O)c1c(C)[nH]c(C)c1S(=O)(=O)N(C)CC(=O)Nc1ccc(C)c(N(C)C)c1
6%[2.33 µM],i,2%,0%,-8%,-4%,17%,2,0%,O=C(O)[C@H]1CCCC[C@H]1C(=O)NCCNC(=O)[C@@H]1CCCC[C@@H]1C(=O)O
7%[12.7 µM],i,23%[11.4 µM],-5%,-4%,-1%,19%,-3,15%,O=C(NS(=O)(=O)c1ccccc1)c1ccccc1O
-4%[59 µM],-4%,-13%,-2%,-10%,11%,18%,-1,-18%,CC1(c2ccccc2)NC(=O)N(CC(=O)N2CCOCC2)C1=O (stereo not drawn)
34%[activator],-12%,23%,2%,-10%,0%,54%[activator],-5,-2%,COc1cnc(-c2cccc(C(F)(F)F)c2)nc1OC
x,-9%,-7%[11.4 µM],-8%,-7%,-10%,66%[activator],4,3%,COCC1CCN(Cc2cn[nH]c2-c2ccc(OC)c(F)c2)C1 (stereo not drawn)
12%,-3%,12%,3%,-2%,-8%,42%[activator],10,-8%,CCC/C(=N\NC(=O)Cc1csc(N2CCOCC2)n1)c1ccccc1
-5%[59 µM],2%,u,-3%,9%,u,38%,-4,0%,COc1ccc(C(c2nnnn2Cc2ccccc2)N2CCN(C(=O)c3ccco3)CC2)cc1OC (stereo not drawn)
0%[12.7 µM],-1%,-4%,4%,13%,11%,38%[activator],1,-5%,Cc1ccc(NC(=O)COC(=O)c2c(-c3ccccc3)noc2C)c(C)c1
-3%[12.7 µM],-1%,-16%,-2%,-10%,0%,20%,2,11%,CS(=O)(=O)Nc1ccccc1C(=O)NC1CC2CCC1C2 (stereo not drawn)
-21%[59 µM],4%,-9%,8%,5%,-3%,46%[activator],2,7%,O=C(NCc1ccccc1)C1CCN(S(=O)(=O)Cc2ccccc2)CC1
25%[59 µM],0%,14%[57.1 µM],3%,-9%,6%,15%,2,6%,COC(=O)C(NC(=O)C(CC(C)C)NC(=O)C1CCC(C)CC1)C(C)C (stereo not drawn)

# Bioassay records: PubChem, National Center for Advancing Translational Sciences (NCATS)
